OX1R antag-1: OX1R (human) antagonism; O43613; OX1R-expressing cells, FRET antagonist read-out; inhibition, % at 6.6 µM; 330,000 compounds, 1.8% hits; AID 485270; in the data active means inhibition mostly above about 38%, no sharp cut-off; inactive means mostly below about 40%;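 further: 0% = agonist challenge alone and 100% = reference antagonist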
Target sequence (O43613 whole entry, looked up): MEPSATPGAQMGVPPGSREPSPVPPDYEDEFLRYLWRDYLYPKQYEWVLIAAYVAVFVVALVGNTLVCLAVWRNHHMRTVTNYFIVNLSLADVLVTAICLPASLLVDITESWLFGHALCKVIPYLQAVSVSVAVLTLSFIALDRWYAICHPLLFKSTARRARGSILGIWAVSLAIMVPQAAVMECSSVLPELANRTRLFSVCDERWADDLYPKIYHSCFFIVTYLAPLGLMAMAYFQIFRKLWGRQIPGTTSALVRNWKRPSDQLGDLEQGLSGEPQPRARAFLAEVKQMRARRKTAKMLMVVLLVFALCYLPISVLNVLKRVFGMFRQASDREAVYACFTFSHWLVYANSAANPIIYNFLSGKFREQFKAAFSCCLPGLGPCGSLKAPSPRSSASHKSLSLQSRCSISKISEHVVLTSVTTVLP
OX1R antag-2: antagonists of human orexin 1 receptor; O43613; CHO/OX1R cells, Fluo-8 calcium fluorescence, orexin A; inhibition, % at 5 µM; 330,000 compounds, 0.43% hits; AID 434989;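 active means inhibition above its plate's threshold, mean inhibition of all tested compounds on the plate plus 3 SD, cut at about 37% in these data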;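 further: 0% = orexin A challenge wells and 100% = SB-334867-A antagonist wells; not every result past the cut was called active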
Numbers without * were called inactive.

SMILES | OX1R antag-1 | OX1R antag-2
c1ccc(CN2CCCC3(CCCN(Cc4nc(CC5CC5)no4)C3)C2)cc1 (stereo unspecified) | 15 | -22
COc1ccc(NC(=O)CSc2nncs2)cc1S(N)(=O)=O | 7 | -8
COc1ccc(N=c2oc3c(OC)cccc3cc2C(=O)NCc2ccco2)c(OC)c1 | 10 | -22
NS(=O)(=O)c1ccc(CCNC(=O)CSc2nc3ccccc3c3nc(CCN4CCCCC4)nn23)cc1 | 12 | -11
Cn1cnc(S(=O)(=O)N2CCN(C(c3ccc(F)cc3)c3ccc(F)cc3)CC2)c1 | 21 | -10
Cc1ccccc1C(=O)NCCOc1ccccc1Cl | 0 | -13
Cn1c(=O)[nH]c(=O)c2c1nc(Sc1ccccc1)n2CCc1ccccc1 | 21 | -20
Cc1ccc2nc(Nc3nc(CSc4nnnn4-c4ccccc4)cc(=O)[nH]3)nc(C)c2c1 | 8 | -19
Cc1cccc(Oc2nc3c(c(=O)n(C)c(=O)n3C)n2C)c1 | 8 | -17
O=C(CN1CCN(S(=O)(=O)c2ccccc2[N+](=O)[O-])CC1)Nc1ccc(N2CCOCC2)cc1 | 3 | 1
CCOc1ccc(CN(C)CC(=O)Nc2cc(C)c(C)cc2[N+](=O)[O-])cc1 | 19 | -26
O=C1Nc2ccccc2C(O)(C(=O)NCc2ccco2)N1c1ccc(Cl)c(Cl)c1 (stereo unspecified) | 22 | -5
Cc1ccc2c(c1)N(Cc1cccc(Cl)c1)C(=O)c1cccnc1O2 | 42 | -1
CCN(C1CCCCC1)S(=O)(=O)c1ccc(S(=O)(=O)N2CCN(CCC#N)CC2)cc1 | 5 | -13
CC(C)(C)n1nnnc1C(c1cccs1)N1CCCC2(CCCCC2)C1 (stereo unspecified) | 14 | -16
Cc1cc(N2CCN(c3cccc(C(F)(F)F)c3)CC2)n2nc(C)nc2n1 | 13 | -31
COc1ccc(NC(=O)COC(=O)c2ccc(-n3cnnn3)cc2)cc1Cl | 9 | -6
O=C1CCCN1CCCNC(=S)Nc1ccc(F)c(Cl)c1 | 16 | 5
CC(C)c1ccccc1OCCCCN1CCCCC1 | 5 | -29
COc1ccc(S(=O)(=O)NCc2cccnc2)c2ccccc12 | 16 | -14

7 entries picked at random from the list so far:
SMILES | OX1R antag-1 | OX1R antag-2
c1ccc(CN2CCCC3(CCCN(Cc4nc(CC5CC5)no4)C3)C2)cc1 (stereo unspecified) | 15 | -22
NS(=O)(=O)c1ccc(CCNC(=O)CSc2nc3ccccc3c3nc(CCN4CCCCC4)nn23)cc1 | 12 | -11
Cc1ccccc1C(=O)NCCOc1ccccc1Cl | 0 | -13
Cc1cccc(Oc2nc3c(c(=O)n(C)c(=O)n3C)n2C)c1 | 8 | -17
Cn1cnc(S(=O)(=O)N2CCN(C(c3ccc(F)cc3)c3ccc(F)cc3)CC2)c1 | 21 | -10
COc1ccc(NC(=O)CSc2nncs2)cc1S(N)(=O)=O | 7 | -8
O=C1Nc2ccccc2C(O)(C(=O)NCc2ccco2)N1c1ccc(Cl)c(Cl)c1 (stereo unspecified) | 22 | -5

Next part:
SMILES | OX1R antag-1 | OX1R antag-2
CC(=O)N1CCN(C(=O)CC2OC(=O)c3ccccc32)CC1 (stereo unspecified) | 35 | -17
Cc1cc(C)n2nc(C(=O)Nc3cc(S(=O)(=O)N4CCCCC4)ccc3C)nc2n1 | 0 | -9
CCCCCOCC1CC(C/C(C)=N/Nc2nc(-c3ccccc3)cs2)C(=O)O1 (stereo unspecified) | 6 | -30
CN(CC1CCCN(CCc2cccc(C(F)(F)F)c2)C1)C(=O)c1ccc2nc[nH]c2c1 (stereo unspecified) | 5 | -16
CC(=O)Nc1nc(-c2ccc(Cl)cc2)nc(C)c1C(C)=O | 12 | -12
CC(=O)C1=C(O)C(=O)N(c2cccnc2)C1c1cccc([N+](=O)[O-])c1 (stereo unspecified) | 22 | -19
Cc1cc(C(=O)N2CCN(S(=O)(=O)c3ccccc3F)CC2)c(C)o1 | 7 | -9
Cc1ccccc1NC1=C(Cl)C(=O)OC1OC(=O)c1ccccc1C (stereo unspecified) | 25 | 3
COc1ccccc1OCC(=O)n1cc(C(=O)c2cc(Cl)cc(Cl)c2O)cn1 | 16 | 10
O=C(c1ccc2c(=O)n(Cc3ccccc3Cl)c(=S)[nH]c2c1)N1CCCC1 | 9 | -9
Cc1ccccc1OCC(=O)Nc1ccc2[nH]ncc2c1 | 4 | -12
CCOC(=O)N1CCC(NC(=O)c2cc3sccc3n2CC)CC1 | 4 | -20
O=C1C(Cc2cccc([N+](=O)[O-])c2)SC(=Nc2ccccc2)N1c1ccccc1 (stereo unspecified) | 23 | 1
CC1CCC(NC(=O)c2cc(Cl)nc3ccccc23)CC1 (stereo unspecified) | 15 | -28
COc1cccc(C(=O)CC(C#N)c2ccc(F)cc2)c1 (stereo unspecified) | -3 | -21
CCc1ccc(OCC(=O)Nc2ccc(N3CCN(S(C)(=O)=O)CC3)cc2)cc1 | 21 | -1
COc1ccccc1-c1cc(C(F)(F)F)nc(N2CCCCC2)n1 | 16 | -4
CC(=O)Nc1c(O)nc(SC/C=C/CSc2nc(O)c(NC(C)=O)c(=O)[nH]2)[nH]c1=O | 2 | -15
CC(=O)c1cccc(NC(=O)CN2C(=O)COc3ccc(S(=O)(=O)N4CCOCC4)cc32)c1 | 1 | -24
CCOc1ccc(C(=O)N2CCN(c3cccc(Cl)c3)CC2)cc1 | 11 | -17
CS(=O)(=O)c1ccc(C(=O)NC2CCOC2=O)cc1 (stereo unspecified) | 14 | -6
Cc1ccc(C(=O)CCC(=O)NC2=NCCS2)cc1 | 11 | -25
O=C1OCCN1C(=O)[C@H]1[C@H](c2ccc([N+](=O)[O-])cc2)C(c2ccccc2)=NN1c1ccc(Br)cc1 | 1 | -7
COc1cccc(-n2c(=O)n(Cc3ccccc3)c(=O)c3[nH]cnc32)c1C | 4 | -13
Nc1cc(C(=O)OCC(=O)N2CCCC2)ccc1Cl | 6 | -13
COc1ccc(NS(=O)(=O)c2cc(NC(=O)CNC(=O)c3ccc(C)s3)ccc2Cl)cc1 | 13 | -10
CC(=O)N=C1C=CC(=CN(O)C(C)(C)Cc2ccccc2)C=C1 | 1 | -7
CC(=O)c1c(C)[nH]c(C(=O)NCCc2cccc(C)c2)c1C | 9 | -17
COc1cccc(NC(=O)N2CCC(n3nnc4ccccc43)CC2)c1 | 10 | -38
Nn1c(SCC(=O)Nc2nccs2)nnc1-c1cccnc1 | -1 | -1

Of the compounds above, these have fluorine:
SMILES | OX1R antag-1 | OX1R antag-2
Cn1cnc(S(=O)(=O)N2CCN(C(c3ccc(F)cc3)c3ccc(F)cc3)CC2)c1 | 21 | -10
Cc1cc(N2CCN(c3cccc(C(F)(F)F)c3)CC2)n2nc(C)nc2n1 | 13 | -31
O=C1CCCN1CCCNC(=S)Nc1ccc(F)c(Cl)c1 | 16 | 5
CN(CC1CCCN(CCc2cccc(C(F)(F)F)c2)C1)C(=O)c1ccc2nc[nH]c2c1 (stereo unspecified) | 5 | -16
Cc1cc(C(=O)N2CCN(S(=O)(=O)c3ccccc3F)CC2)c(C)o1 | 7 | -9
COc1cccc(C(=O)CC(C#N)c2ccc(F)cc2)c1 (stereo unspecified) | -3 | -21
COc1ccccc1-c1cc(C(F)(F)F)nc(N2CCCCC2)n1 | 16 | -4

Remaining list, next part:
SMILES | OX1R antag-1 | OX1R antag-2
COC(=O)C1=C(C)N=C2SC(C#N)=C(N)N2C1c1cc(OC)c(OC)c(OC)c1 (stereo unspecified) | 16 | -26
CN(C)c1ccc(C=Nc2ccc(N(C)C)cc2)cc1 | 35 | -7
COc1ccc(S(=O)(=O)Nc2cc(C)ccn2)cc1 | 0 | -11
CCC1CCCCN1CCCNC(=O)Cn1cnc2sc(C)c(S(=O)(=O)N3CCC(C)CC3)c2c1=O (stereo unspecified) | 8 | -6
OCCC1CN(Cc2cccn2-c2nccs2)CCN1CCc1ccccc1 (stereo unspecified) | 9 | -28
CC(C)NC(=O)NC(=O)COC(=O)c1cccc(S(=O)(=O)N2CCCCC2)c1 | 10 | -21
CCC1(CC)NC(=O)N(CC(=O)OCC(=O)Nc2ncc(Cl)cc2Cl)C1=O | 7 | -8
Cc1ccc(C)c(NC(=O)CSc2nnc(-c3ccccc3C)o2)c1 | 10 | -22
CC1CCc2c(C(=O)Nc3nccs3)csc2C1 (stereo unspecified) | 34 | -18
CC(C(=O)Nc1ccc(F)cc1Cl)N1CCN(S(=O)(=O)c2cccs2)CC1 (stereo unspecified) | 4 | -12
CCNC(=O)COc1cccc2ccccc12 | 3 | -11
C=CCn1c(CSc2ccccc2[N+](=O)[O-])n[nH]c1=S | 16 | -38
COc1ccc([C@H](C)NC[C@H](O)c2ccc(O)c(NC=O)c2)cc1 | 31 | 14
Cc1ccc(S(=O)(=O)N(CC(=O)N/N=C/c2cccc3c2OCCO3)c2ccccc2F)cc1 | 38 | 6
COC(=O)COc1ccc(C)cc1-n1nc2ccccc2n1 | 8 | -13
COCCCC1CCN(C(=O)C2CCC(=O)N(Cc3cccc(F)c3)C2)CC1 (stereo unspecified) | 12 | -18
CCOc1ccc(NC(=O)CSc2nccn2C)cc1 | 22 | -4
Cc1cc(C)c(NC(=O)c2ccc(S(=O)(=O)N3CCOCC3)cc2)c(C)c1 | 12 | -28
CCOC(=O)c1cccc(NC(=O)CN(c2ccc(OC)cc2)S(=O)(=O)c2c(C)noc2C)c1 | 16 | -30
Cc1ccc(C(=O)OCC(=O)NCc2cccs2)c(C)c1 | 32 | -30
NS(=O)(=O)c1ccc(N=Nc2ccc(=O)[nH]c2O)cc1 | 74* | -17
Cc1nc2ccccc2n1CC(O)c1ccccc1 (stereo unspecified) | 17 | -11
COc1ccccc1CNC(=O)COC(=O)c1c(C)nn(-c2ccccc2)c1Cl | 44 | -39
Cc1cc(C)cc(NC(=O)COC(=O)COc2cccc3c2OC(C)(C)C3)c1 | 5 | -27
Cc1cccc(-n2c(SCC(=O)c3c(N)n(C4CC4)c(=O)[nH]c3=O)nnc2N2CCOCC2)c1 | -2 | 0
Cc1ccc(S(=O)(=O)CC(=O)Nc2nnc(C(C)(C)C)s2)cc1 | 25 | -17
Cn1c(=O)c2c(nc(N3CCOCC3)n2CCSc2ncccn2)n(C)c1=O | 15 | -10
O=C(O)CSc1nnc(-c2ccccc2)o1 | 5 | 3
COc1ccc(C2CC3(CC(C)(C)NC(=O)N3)Oc3cc(O)ccc32)cc1 (stereo unspecified) | 7 | -31
COc1ccc(NC(=O)C2CCCN(S(=O)(=O)c3ccc(C)cc3)C2)cc1OC (stereo unspecified) | 35 | -19
CCOC(=O)c1c(C)[nH]c(C)c1C(=O)COC(=O)c1cc(OC)cc(OC)c1 | 52 | 6
CN1C(=O)c2ccc(NC(=O)c3c(F)c(F)c(F)c(F)c3F)cc2C1=O | 14 | -18
COc1ccc(C)cc1N(C(=O)c1ccco1)C(C(=O)NC1CCCC1)c1cc(OC)c(OC)c(OC)c1 (stereo unspecified) | 29 | -18
Cc1cc(C(=O)N/N=C/c2cccnc2)c2ccccc2n1 | 22 | -21
CSc1nc2ccccc2n1C(=O)NC1CCCCC1 | -2 | 6
CCC(=O)Nc1cccc(NC(=S)NC(=O)c2ccc(Cl)cc2Cl)c1 | 26 | -27
O=C(CCN(CCO)Cc1ccccc1)Nc1ccc(Br)cc1 | 15 | -15
COc1ccccc1N1C(=O)c2cccc3c(C(=O)O)ccc(c23)C1=O | 38* | 0
CCC(Oc1ccccc1)C(=O)N(C)CC(=O)N(CC(C)C)c1c(N)n(CC(C)C)c(=O)[nH]c1=O (stereo unspecified) | 15 | -9
O=C(CC1CCS(=O)(=O)C1)NC1CCCCC1 (stereo unspecified) | 7 | -9
COCCCn1c(C)cc(C(=O)COC(=O)CCc2nc3ccccc3c(=O)[nH]2)c1C | 21 | -26
O=c1cc(CSc2nnc(NC3CCCCC3)s2)nc2sccn12 | 8 | -32
CCOC(=O)N/N=C(C)/C=C/c1ccco1 | 10 | -5
O=c1cc(N2CCCCC2)c2ccccc2o1 | 5 | -19
CS(=O)(=O)N1CCN(C(=O)c2ccc3c(c2)OCCO3)CC1 | -4 | -7
CCC(=O)N1CCc2cc(Br)cc(S(=O)(=O)CCC(=O)NCCOC)c21 | 24 | -10
OCC1(CCc2ccccc2)CCN(Cc2cc(F)ccc2-n2cccn2)CC1 | 3 | -25
CC(OC(=O)c1ccc(CN2CCCC2=O)cc1)C(=O)Nc1ccc(Cl)cc1 (stereo unspecified) | 0 | -7
O=C(O)C1CC=CCC1C(=O)NCc1ccccc1 (stereo unspecified) | 19 | -15
CCc1ccccc1NC1c2ccccc2C(=O)N1Cc1ccco1 (stereo unspecified) | 28 | -18

Single values from the entries so far.
Value of Cc1cc(N2CCN(c3cccc(C(F)(F)F)c3)CC2)n2nc(C)nc2n1 in OX1R antag-1: 13
Value of CC(C)NC(=O)NC(=O)COC(=O)c1cccc(S(=O)(=O)N2CCCCC2)c1 in OX1R antag-1: 10

The list continues:
SMILES | OX1R antag-1 | OX1R antag-2
CC1CN(c2ccc(S(=O)(=O)N3CCCC3)cn2)CC(C)O1 (stereo unspecified) | 9 | 4
Cc1ccccc1-c1noc(-c2ccccc2C(=O)N2CCCC2)n1 | 23 | -30
CCc1cc(C(=O)N/N=C/c2ccc(O)cc2O)c2ccccc2n1 | 14 | -12
O=C(Nc1ccccc1N1CCCC1)c1ccc(Cl)cc1Cl | 14 | -40
CCCCOP(=O)(OCCCC)C(O)c1ccc(F)cc1 (stereo unspecified) | 7 | -21

Records above that bear a hit mark in OX1R antag-1.
SMILES | OX1R antag-1 | OX1R antag-2
NS(=O)(=O)c1ccc(N=Nc2ccc(=O)[nH]c2O)cc1 | 74* | -17
COc1ccccc1N1C(=O)c2cccc3c(C(=O)O)ccc(c23)C1=O | 38* | 0

Bioassay records: PubChem BioAssay, The Scripps Research Institute Molecular Screening Center
